miR122 inh = miR-122 Renilla sensor signal increase in Huh7, primary screen, miR-122 inhibitor project, cell-based, single point, plate reader. Huh7 miR-122 Renilla luciferase sensor, 48 h; neutral wells = 0, positive control = 100. activation (reporter increase), % at 12.5 µM. hit rate 0.3% among 340,000. AID 602342, 2012;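 active means mean replicate activation score at least 90 and every replicate individually at or above 90; inconclusive means only one of the two criteria met; inactive means neither criterion met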;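 further: higher luciferase means less miR-122 activity so hits act as miR-122 inhibitors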
Casp6 inh = human caspase-6 inhibitors, primary screen, biochemical, VEID-R110 fluorescence, single point, set 2; P55212; purified caspase-6, Z-VEID-R110 cleavage fluorescence; inhibition, % at 12.5 µM; hit rate 0.53% among 350,000;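 active means mean inhibition across replicates at least about 35%, with every replicate also reaching that limit, limit read from the data; inconclusive means only one of the two criteria met; inactive means neither criterion met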;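 further: 0% = median of neutral control wells and 100% = no fluorescence left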
Target sequence (P55212 24-179 limits assumed): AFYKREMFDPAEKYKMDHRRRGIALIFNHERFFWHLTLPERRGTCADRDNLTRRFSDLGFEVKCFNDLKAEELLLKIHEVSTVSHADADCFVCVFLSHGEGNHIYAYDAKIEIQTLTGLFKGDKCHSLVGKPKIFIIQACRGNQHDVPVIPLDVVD
Target sequence (P55212 194-293 limits assumed): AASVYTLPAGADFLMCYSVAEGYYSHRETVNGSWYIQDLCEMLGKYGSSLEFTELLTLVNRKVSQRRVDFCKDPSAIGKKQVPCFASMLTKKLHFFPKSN
ERAP1 inh = human ERAP1 aminopeptidase inhibitors, primary screen, biochemical, single point, plate reader; AID 652197, 2013; inhibition, % at 10.7 µM; recombinant ERAP1, Leu-AMC fluorescence, 60 min; Endoplasmic reticulum aminopeptidase 1 (Homo sapiens), Q9NZ08; hit rate 0.15% among 340,000;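 active means mean replicate inhibition of at least 30%, or all replicates individually reaching that 30% level; inactive means mean below 30% and not every replicate reaching it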;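 further: 0% = neutral control wells and 100% = L-leucinethiol positive control wells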
DENV2 CPE = inhibitors of DENV2 cytopathic effect, primary screen, cell-based, plate reader, single concentration | DENV2-infected cells, cytopathic effect rescue | AID 651640, 2012 | hit rate 1.7% among 350,000 | CPE inhibition, % at 9.99 µM; in the data active means CPE inhibition above about 20%, passing the limit was not always enough; inconclusive means no clear call, values can overlap the other calls; tested in BHK-21 cells;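 further: 0% = median of neutral control wells and 100% = median of positive control wells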
CFTR F508del cor = F508del CFTR correction, initial screen, CFBE line, single point; activity (quench increase), % at 7.58 µM; CFBE cells, YFP halide quenching; stimulated with forskolin plus potentiator P3; % fluorescence drop versus neutral controls; AID 720511, 2013; hit rate 0.36% among 350,000;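 active means mean added fluorescence quench of at least 8% versus neutral control, with both replicates also reaching 8%; inconclusive means only one of the mean or replicate conditions met; inactive means mean below 8% and not both replicates reaching 8%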;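 further: cells transiently co-express mutant CFTR-F508del with the halide-sensitive YFP; corrector assay measuring rescue of mutant channel to the surface after 24 h compound exposure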
ERp5 block = inhibitors of ERp5-driven insulin aggregation, primary screen, biochemical, turbidity, absorbance 650 nm, single point; Protein disulfide-isomerase A6 (Homo sapiens), Q15084; 90 min; inhibition, % at 9.99 µM; hit rate 0.05% among 350,000; AID 651711, 2012;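 active means mean replicate inhibition above about 25%, with every replicate also reaching it, limit read from the data, passing the limit was not always enough; inconclusive means only one of those two criteria met; inactive means neither criterion met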
Target sequence (Q15084 whole entry, looked up): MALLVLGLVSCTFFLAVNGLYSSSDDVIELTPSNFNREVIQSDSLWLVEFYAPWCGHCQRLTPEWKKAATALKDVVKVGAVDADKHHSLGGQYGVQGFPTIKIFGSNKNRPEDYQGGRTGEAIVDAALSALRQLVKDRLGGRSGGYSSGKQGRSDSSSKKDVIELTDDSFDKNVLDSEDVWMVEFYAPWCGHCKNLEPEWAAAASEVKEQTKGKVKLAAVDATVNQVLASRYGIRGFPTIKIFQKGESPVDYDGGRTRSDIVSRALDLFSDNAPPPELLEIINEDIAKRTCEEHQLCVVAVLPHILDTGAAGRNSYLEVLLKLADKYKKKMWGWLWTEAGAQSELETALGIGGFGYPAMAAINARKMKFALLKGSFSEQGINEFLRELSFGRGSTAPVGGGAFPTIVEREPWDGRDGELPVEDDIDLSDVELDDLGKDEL
SIRT5 inh = SIRT5 desuccinylase inhibitors, primary screen, biochemical, fluorescence imaging, single point, set 5; NAD-dependent protein deacylase sirtuin-5, mitochondrial (Homo sapiens), Q9NXA8; Purified SirT5, succinyl-peptide AMC, trypsin-coupled fluorescence; inhibition, % at 15 µM; hit rate 1.1% among 330,000; in the data active means inhibition above about 15%; inconclusive means no clear call, values can overlap the other calls
Target sequence (Q9NXA8 whole entry, looked up): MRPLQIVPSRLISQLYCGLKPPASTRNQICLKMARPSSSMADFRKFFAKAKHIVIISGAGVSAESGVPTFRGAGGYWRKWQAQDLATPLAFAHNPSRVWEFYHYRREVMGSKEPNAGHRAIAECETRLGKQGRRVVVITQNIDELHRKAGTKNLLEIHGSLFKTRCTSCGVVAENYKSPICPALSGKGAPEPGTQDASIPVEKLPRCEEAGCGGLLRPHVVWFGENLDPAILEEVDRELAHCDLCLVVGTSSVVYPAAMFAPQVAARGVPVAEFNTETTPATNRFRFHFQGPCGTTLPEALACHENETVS
Active calls of the source: *; ? = inconclusive; . = no result given; & = joins results of further samples; [ ] = another dose, or the depositor's remark.

smiles	miR122 inh	Casp6 inh	ERAP1 inh	DENV2 CPE	CFTR F508del cor	ERp5 block	SIRT5 inh
CC1OC(OC2C=C3CCC4C(CCC5(C)C(c6ccc(=O)oc6)CCC45O)C3(C)CC2)C(O)C(OC2OC(CO)C(O)C(O)C2O)C1O (configuration not stated)	-9	-5	-2	6	4.2	-5	-3
COC(=O)C1=C(c2ccc(OC(F)(F)F)cc2)C[C@@H]2CC[C@H]1N2C(=O)NCCNC(C)=O	.	-3	.	-18	2.6	0	.
O=C(Nc1ccccc1)Oc1ccccc1	9	-1	-2	-5	0.8	-4	-4
CNC(=O)O/N=C(\N)Cc1csc2ccc(Cl)cc12	.	-1	-2	-17	0.4	6	-4
Cc1cccc(N2C(=O)NC(=O)/C(=C/c3cc4c(cc3[N+](=O)[O-])OCO4)C2=O)c1	.	24	-9	3	4.1	3	9
COc1ccc(C#Cc2ccc([C@@H]3[C@@H](CO)N4CCCCN(C(=O)Cc5cccnc5)C[C@H]34)cc2)cc1	-13[16.7 µM]	-2	2	3	-2.8	-2	1
COc1ccc(NC(=O)N2C[C@@H]3C[C@@H](C2)c2cccc(=O)n2C3)cc1	-4	-2	0	-2	3.9	0	-7
COC(=O)C1=C(c2c(C)noc2C)C[C@@H]2CC[C@H]1N2C(=O)NC1CC1	-1	0	0	-16	-0.6	4	.
CC(=O)N(C)C1=Nc2ccc(Cl)cc2C(c2ccccc2)=[N+]([O-])C1	-2	-4	-7	9	-0.4	1	-4
Cc1cc(OCC(=O)N[C@H](C(=O)O)c2ccccc2)c2c3c(c(=O)oc2c1)CCC3	-1	9	.	10	2.9	-5	.
CC(C)(C)NC(=S)/N=C(\N)N[N+](=O)[O-]	-8	2	4	-6	-0.5	6	9
CCOP(=O)(Cc1cc(C(C)=O)c(C)o1)OCC	.	-1	3	18	1.7	0	0
COC(=O)C1=C(c2ccc(-c3ccccc3)c(F)c2)C[C@@H]2CC[C@H]1N2C(=O)NC(C)C	8	-1	.	5	0.0	1	.
COC(=O)C1=C(c2cccc(OC)c2OC)C[C@@H]2CC[C@H]1N2C(=O)NC(C)C	.	-7	0	10	-1.4	1	-2
C[N+]1(C)CCOC(O)(c2ccc(-c3ccc(C4(O)C[N+](C)(C)CCO4)cc3)cc2)C1 (configuration not stated)	-4	-32	0	5	-4.9	2	-4
N#Cc1cccc(-c2ccc([C@@H]3[C@H](CO)N4CCCCN(C(=O)Cc5cccnc5)C[C@@H]34)cc2)c1	-6[16.7 µM]	0	-1	?	-2.5	-5	2
CCNC(=S)N1CCn2cccc2C1c1cccnc1 (configuration not stated)	.	5	1	-5	0.6	6	-2
C=C1[C@H]2CC[C@H]3[C@]4(C)C[C@H](O[C@@H]5OC(CO)[C@@H](OSOOO)[C@H](OS(=O)(=O)O)[C@H]5OC(=O)CC(C)C)C[C@@H](C(=O)O)[C@H]4CC[C@]3(C2)[C@H]1O (some centres not stated)	-3	1	0	?	1.9	-3	-3
CCCCNC(C)Cc1ccccc1 (configuration not stated)	1	-1	-3	4	-1.0	-4	.
Cn1cc(C(=O)OCC(=O)NC2(C#N)CCCCC2)c2ccccc21	.	2	-1	?	-0.9	2	-6
COc1cc2c(cc1OC)C13CCN4CC5=CCOC6CC(=O)N2C1C6C5C3C4 (configuration not stated) (tested in a mixture with another compound)	.	0	-1	?	5.0	9	2
O=c1c2ccccc2nc(C[n+]2ccccc2)n1-c1cccc(C(F)(F)F)c1	-1	2	-1	2	-2.3	-7	1
C[C@]12CCC3C(CCC4=C/C(=N/OCC(=O)NC(CCC(=O)O)C(=O)O)CC[C@@]43C)C1CCC2O (some centres not stated)	-9	2	0	-3	-0.4	3	0
CN(C)CC1CCCCC1OC(=O)c1ccc(Cl)c(Cl)c1 (configuration not stated)	.	-2	6	0	4.3	-1	-2
COc1cc(/C=N/NC(=O)Cn2c([N+](=O)[O-])cnc2C)ccc1OC(=O)N(C)C	-2	3	-3	4	-1.0	-11	-3
COC(=O)C1=C(c2ccc(-c3ccccc3)c(F)c2)C[C@@H]2CC[C@H]1N2C(=O)NCCOc1ccccc1Cl	-7	-2	-1	1	4.3	-2	1
CCSC(=O)N1CCCCCC1	-1	1	-2	-13	2.1	-1	.
CCC1CN1P(=O)(c1ccccc1)N1CC1CC (configuration not stated)	1	-50	2	-4	4.1	3	.
COc1ccc(NC(c2ccccc2F)P(=O)(Oc2ccccc2)Oc2ccccc2)cc1 (configuration not stated)	.	0	3	-1	1.3	2	4
CC(=O)OC1C(=O)OCC23CCC4(C)OC4C2OC2CC(OC(=O)C=CC=CC(=O)OCCC1C)C3(C)C21CO1 (configuration not stated)	.	-1	0	?	-2.6	-3	-1

Reprinted from the part before: 5 compounds; new compounds follow.
smiles	miR122 inh	Casp6 inh	ERAP1 inh	DENV2 CPE	CFTR F508del cor	ERp5 block	SIRT5 inh
COC(=O)C1=C(c2ccc(-c3ccccc3)c(F)c2)C[C@@H]2CC[C@H]1N2C(=O)NCCOc1ccccc1Cl	-7	-2	-1	1	4.3	-2	1
CCSC(=O)N1CCCCCC1	-1	1	-2	-13	2.1	-1	.
CCC1CN1P(=O)(c1ccccc1)N1CC1CC (configuration not stated)	1	-50	2	-4	4.1	3	.
COc1ccc(NC(c2ccccc2F)P(=O)(Oc2ccccc2)Oc2ccccc2)cc1 (configuration not stated)	.	0	3	-1	1.3	2	4
CC(=O)OC1C(=O)OCC23CCC4(C)OC4C2OC2CC(OC(=O)C=CC=CC(=O)OCCC1C)C3(C)C21CO1 (configuration not stated)	.	-1	0	?	-2.6	-3	-1
Cc1[nH]c2ccccc2c1CCNCc1ccco1	.	-11	1	5	3.3	-2	-1
C/C(=N\NC(=O)c1ccccc1O)c1c(O)n(C2CCCCC2)c(=O)[nH]c1=O	4	4	-1	1	1.9	-2	2
CNC(=O)Oc1cc2c(cc1C(C)(C)C)CCC2	4	1	-2	-4	-3.8	5	.
O=C(/C=C/c1ccccc1)N1Cc2ccccc2-n2nncc2C1	2	2	2	5	2.9	4	0
CCN1CCN(Cc2cc(OC)c3c(c2)OCO3)CC1	-1	-5	4	5	1.5	-14	-5
C#CCN[C@H](C)Cc1ccccc1	-5	-6	-1	5	0.4	5	-1
Cc1ccc2nc(-c3ccc(CN4CCC(n5nnc6ccccc65)CC4)cc3)c(-c3ccccc3)nc2c1	.	-6	-3	-2	5.2	8	.
COC(=O)C1=C(c2cc3ccccc3s2)C[C@@H]2CC[C@H]1N2C(=O)NCc1ccc(F)cc1	.	0	.	0	2.5	0	.
CCCCn1c(=O)c(C(=O)Nc2ccccc2)c(O)c2ccccc21	.	-3	1	0	-0.9	2	0
C[C@]12CCC3=C4CCC(=O)C=C4CC[C@H]3C1CC[C@@H]2O (some centres not stated)	-7	1	2	-8	-2.5	-2	5
O=C(N/N=C/c1c(O)n(Cc2ccco2)c(=O)[nH]c1=O)c1ccccc1O	-2	32	14	2	1.0	0	15*
CCCCNC(=O)c1c(N)n(Cc2ccc3c(c2)OCO3)c2nc3ccccc3nc12	0	-1	0	-4	3.2	-3	-6
O=C(Cc1cccnc1)N1CCCCN2[C@H](CO)[C@H](c3ccc(C#CC4(O)CCCC4)cc3)[C@@H]2C1	-7[16.7 µM]	-4	-1	0	-1.3	2	0
O=C(NCCN1CCC2(CC1)C(=O)NCN2c1ccccc1)c1cccc(F)c1	.	-2	-1	14	-1.0	1	2
C[C@]12CCC3C(CC[C@H]4C[C@H](O)[C@H](O)C[C@]34C)C1CC[C@@H]2O (some centres not stated)	0	-1	3	2	-0.7	0	1
CCC(=O)N1CCN(CCN=Cc2c(O)n(C)c(=O)n(C)c2=O)CC1	-1	4	2	.	.	-2	-4
CCC1=Nc2cc(C(=O)N3CCC4(CC3)OCCO4)ccc2Sc2ccccc21	.	3	-2	-5	2.1	3	-1
CCN(C(=O)CN1CC=C(c2ccccc2)CC1)c1c(N)n(Cc2ccccc2)c(=O)[nH]c1=O	.	-1	2	-6	2.0	1	0
COC(=O)C1=C(c2ccc(F)cc2F)C[C@@H]2CC[C@H]1N2C(=O)NCc1ccco1	0	0	0	?	-0.6	3	.
Fc1ccc(Cn2nnnc2C(c2ccc(Cl)cc2)N2CC=C(c3ccc(F)cc3)CC2)cc1 (configuration not stated)	27	-1	-3	.	1.5	3	0
COc1cc2c(ccc3c4cc(OC)c(OC)cc4c[n+](C)c23)cc1O	-5	-26	6	8	6.6	-5	.
CCOc1ccc(N2C(=O)NC(=O)/C(=C/c3cnc(SC)nc3)C2=O)cc1	-11	5	-1	-1	-2.3	10	-4
CN1CCN(c2ccc3nccnc3c2)CC1	.	0	7	?	1.8	1	-1
CCC1(c2ccccc2)C(=O)NC(=O)NC1=O	-1	-2	-6	1	-1.5	-1	.
Cn1c(NN=O)nc2ccccc21	13	36*	-1	-2	1.0	5	-5
Cc1ccsc1C(=O)C1CCCN(Cc2cc(C(C)C)n[nH]2)C1 (configuration not stated)	6	-3	-5	11	.	2	-3
Cc1ccc(CC(=O)N2CCN(Cc3ccccc3)CC2)cc1	-3	-2	3	?	-3.3	-6	-2
Cc1ccc(-c2nc3ccccc3c(=O)n2-c2ccc(Br)cn2)cc1	.	2	4	-1	.	5	0
O=C1NC(=O)C(=Cc2cc3c(cc2[N+](=O)[O-])OCO3)C(=O)N1	1	17	3	-4	0.1	-3	3
CC(=O)OC1CC2(O)C3CCC4CC(O)CCC4(C)C3CCC2(C)C1C1=CC(=O)OC1 (configuration not stated)	12	1	-1	-13	-1.8	-4	-3
COc1cc2ccc(=O)oc2c2ccoc12	.	-1	.	-1	0.4	-4	.
c1ccc2c[n+](CCCCCCCCCC[n+]3ccc4ccccc4c3)ccc2c1	.	-33	-3	-6	0.8	-3	.
O=[N+]([O-])c1ccc(N2CCNCC2)cc1Sc1ccccn1	.	2	-1	-3	-1.8	4	-4
O=[N+]([O-])c1ccc(NCCCN2CCOCC2)nc1	-19	-10	5	-3	-3.0	3	9
COC(=O)C1=C(c2cccc(C#N)c2)C[C@@H]2CC[C@H]1N2C(=O)NCCNC(C)=O	-3	.	-3	?	0.0	2	.
O=C(Cc1ccccn1)N1CCCCN2[C@H](CO)[C@H](c3ccc(Br)cc3)[C@@H]2C1	3[16.7 µM]	-2	3	-7	-3.1	4	1
COC(=O)C1=C(c2cccc(C#N)c2)C[C@@H]2CC[C@H]1N2C(=O)N1CCOCC1	0	1	19	-9	-0.8	-1	-3
COc1ccc(C(=O)OC2C[C@H]3CC[C@H](C2)N3C)cc1OC (some centres not stated)	-3	-2	-2	5	-0.3	-3	0
CCN(CC)CCN=Cc1c(O)n(Cc2ccccc2)c(=O)[nH]c1=O	-1&-11	-5	2	-1	3.4	0	-4
Cn1cc(C(=O)c2ccccc2)c2ccccc21	-9	-2	2	-3	-3.8	8	2
CN1C(=O)C(=Cc2coc3ccccc3c2=O)C(=O)N(C)C1=O	.	8	.	-2	0.2	-9	.
Cc1cccc(CC(c2cccc(C)c2)N(C)C)c1 (configuration not stated)	-8	-3	-2	5	1.9	-4	.
CN1CC=C(c2c[nH]c3ccccc23)CC1	-17	-6	8	-4	-2.6	-2	7

Assay outcomes (PubChem BioAssay)

This is a subset; count on the stated rates, not on these rows.
